Screens deposited in PubChem BioAssay by several laboratories.
NCOA2 inhibitor: inhibition of GAL4-SRC2 driven luciferase reporter, primary screen, SRC2 inhibitor project, cell-based, luminescence; Nuclear receptor coactivator 2 (Homo sapiens), Q15596; HEK293 GAL4-SRC2 luciferase reporter; inhibition, % at 9 µM; 370,000 tested, 0.17% active;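 active = inhibition above the mean inhibition of all tested compounds plus 3 SD, set per campaign, cut at about 52% in these data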;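 also: 0% = DMSO treated cells and 100% = cells given Gossypol at 36 µM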
TWEAK-Fn14 inh: inhibitors of TWEAK-Fn14 signaling, primary screen, luciferase reporter cells, uHTS. TWEAK-stimulated Fn14 reporter cells, luciferase luminescence, 8 h. inhibition, % at 10 µM. 360,000 tested, 2% active. AID 1159606, 2016; in the data active = inhibition above about 50%
TROY signal inh: inhibitors of TROY-driven NF-kB signaling, primary screen, Q293 LMP1-TROYcd cells, NF-kB luciferase, uHTS; Q293 LMP1-TROYcd NF-kB luciferase reporter, 4 h; inhibition, % at 10 µM; 360,000 tested, 0.98% active; AID 1347056, 2019;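 active = compounds whose plate-normalised and pattern-corrected inhibition of the luciferase reporter signal at the single screening dose is 50% or more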
NCOA1 inh: SRC1 coactivator transcriptional activity inhibitors, primary screen, cell-based, luminescence. Nuclear receptor coactivator 1 (Homo sapiens), Q15788. HEK293 GAL4-SRC1 luciferase reporter. inhibition, % at 3.6 µM. 360,000 tested, 0.12% active. AID 588354, 2011;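 active = inhibition above the campaign mean plus 3 SD, with each screening campaign given its own cutoff, cut at about 60% in these data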;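 also: 0% = DMSO treated cells and 100% = gossypol at 36 µM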
NR2F2 inh: NR2F2 transcriptional activity inhibitors, primary screen, cell-based, luciferase reporter, HEK293T, luminescence; AID 686940, 2013; 370,000 tested, 0.7% active; HEK293T NGFI-A luciferase reporter; inhibition, % at 8.6 µM;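 active = inhibition above a per-plate cutoff, mean inhibition of test wells between control levels plus 3 SD, cut at about 38% in these data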;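 also: cells cotransfected with COUP-TFII expression vector driving the NGFI-A reporter; 0% = median of COUP-TF2 test wells and 100% = reporter-only cells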
NR5A2 inv ag: LRH-1 (NR5A2) inverse agonists, primary screen, cell-based, luminescence, HEK293T, StAR-luciferase reporter. 360,000 tested, 0.13% active. inhibition, % at 3.6 µM. LRH-1 transfected, 24 h;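 active = inhibition above the mean inhibition of all tested compounds plus 3 SD, cut at about 73% in these data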;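 also: 0% = DMSO wells and 100% = reporter-only cells lacking LRH-1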
C8 TRAIL sens: viability loss with TRAIL in NB7+C8 cells, primary screen, TRAIL sensitizer project, cell-based, ATPlite luminescence; inhibition (viability loss, TRAIL sensitization), % at 10 µM; 360,000 tested, 1% active; AID 624354, 2012;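 active = compounds causing at least 50% loss of cell viability in the single-dose screen, relative to plate controls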
EBV LMP1 NFkB: EBV LMP1-driven NF-kappaB luciferase reporter inhibitors, primary screen, cell-based, luminescence, single point. AID 504558, 2011. inhibition, % at 12.5 µM. LMP1-induced NF-kappaB luciferase reporter cells. 350,000 tested, 0.69% active; in the data active = inhibition above about 41%;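 also: 0% = neutral control wells and 100% = reference inhibitor control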
TLR9-MyD88 block: inhibitors of TLR9-MyD88 association in cells, primary screen, cell-based, CHO, BLA complementation, fluorescence; 340,000 tested, 0.21% active; Toll-like receptor 9 (Homo sapiens) + Myeloid differentiation primary response protein …; CCF4 FRET ratio; inhibition, % at 4.98 µM;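 active = inhibition above the mean over all tested compounds plus 3 SD, cut at about 21% in these data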;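 also: 0% = DMSO only wells and 100% = clavulanate BLA inhibitor control wells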
NOD2 RIPK2 PPI: NOD2-RIPK2 binding disruptors in cells, primary screen, fluorescence, CHO cells, BLA complementation; Receptor-interacting serine/threonine-protein kinase 2 (Homo sapiens), O43353; CCF4 ratio; inhibition, % at 4.98 µM; 360,000 tested, 0.38% active; AID 624267, 2012; in the data active = inhibition above about 21%;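 also: 0% = vehicle only and 100% = reference blocker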
SRC3 inh: SRC3 coactivator transcriptional activity inhibitors, primary screen, cell-based, luminescence. Nuclear receptor coactivator 3 (Homo sapiens), Q9Y6Q9. HEK293 GAL4-SRC3 luciferase reporter. inhibition, % at 3.6 µM. 360,000 tested, 0.17% active. AID 588352, 2011;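 active = inhibition above a per-campaign cutoff, the mean of all compounds plus 3 SD, cut at about 60% in these data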;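 also: 0% = DMSO-treated cells and 100% = gossypol-treated cells at 36 µM; higher means less SRC3-driven luciferase light from the GAL4 reporter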
Active calls of the source: *. The list is partial; the hit share may differ from the screen's.

Letters – A = NCOA2 inhibitor; B = TWEAK-Fn14 inh; C = TROY signal inh; D = NCOA1 inh; E = NR2F2 inh; F = NR5A2 inv ag; G = C8 TRAIL sens; H = EBV LMP1 NFkB; I = TLR9-MyD88 block; J = NOD2 RIPK2 PPI; K = SRC3 inh
> O=C(CSc1nc(=O)n(CCCN2CCOCC2)c2c1CCCC2)Nc1cccc([N+](=O)[O-])c1
  A: 6; B: -33; C: -8; D: 4; E: -6; F: 9; G: 22; H: 2; I: -7; J: -12; K: 9
> O=C1CCN(Cc2ccc(O)cc2)CCN1[C@H](CO)c1ccccc1
  A: -19; B: 10; C: -6; D: 0; E: -13; F: 22; G: 4; H: 5; I: 3; J: -4; K: 4
> CN(c1ccccc1)S(=O)(=O)c1cccc(NC(=O)C2CCCO2)c1 (configuration not stated)
  A: -22; B: 8; C: -15; D: 4; E: 11; F: -1; G: -12; H: 1; I: -4; J: 2; K: 16
> CCOC(=O)c1c(CN2CCN(c3ccccc3)CC2)oc2cc(Br)c(O)cc12
  A: -17; B: 10; C: 7; D: -12; E: -4; F: -23; G: -26; H: 11; I: 1; J: 2; K: 4
> O=C(NCc1ccccn1)Nc1cccc(Cl)c1Cl
  A: -30; B: -15; C: -24; D: -12; E: 0; F: -43; G: 14; H: -8; I: 12; J: 10; K: -23
> CCc1c(C)nc(N)n2c(SCC(=O)Nc3ccccc3OC)nnc12
  A: 7; B: -2; C: 10; D: -15; E: 7; F: 1; G: 3; H: -10; I: -6; J: -13; K: -17
> CCCCNc1nnc(Cc2ccc(Cl)cc2)c(=O)[nH]1
  A: 4; B: 30; C: -15; D: 0; E: 37; F: -14; G: 5; H: -3; I: 1; J: -14; K: -8
> COc1ccc(C(=O)N2CC3(CC(c4cccc([N+](=O)[O-])c4)=NO3)C[C@H]2C(=O)NCC(N)=O)cc1 (some centres not stated)
  A: 13; B: 0; C: 7; D: 5; E: -1; F: 1; G: -15; H: -5; I: -7; J: 10; K: 6
> COc1ccc(CCNc2c(C)c(C)nc3ncnn23)cc1
  A: 16; B: 39; C: 13; D: 31; E: 66*; F: 44; G: 11; H: 12; I: -5; J: -2; K: 27
> Cc1c(/C=N/NC(=O)c2ccccc2O)c2ccccn2c1C(=O)c1ccc(F)cc1
  A: 3; B: 66*; C: 51*; D: -1; E: 6; F: 34; G: 28; H: 8; I: 7; J: -6; K: 17

In a second layout: entries from further up
Molecule,NCOA2 inhibitor,TWEAK-Fn14 inh,TROY signal inh,NCOA1 inh,NR2F2 inh,NR5A2 inv ag,C8 TRAIL sens,EBV LMP1 NFkB,TLR9-MyD88 block,NOD2 RIPK2 PPI,SRC3 inh
COc1ccc(CCNc2c(C)c(C)nc3ncnn23)cc1,16,39,13,31,66*,44,11,12,-5,-2,27
CN(c1ccccc1)S(=O)(=O)c1cccc(NC(=O)C2CCCO2)c1 (configuration not stated),-22,8,-15,4,11,-1,-12,1,-4,2,16
O=C1CCN(Cc2ccc(O)cc2)CCN1[C@H](CO)c1ccccc1,-19,10,-6,0,-13,22,4,5,3,-4,4
COc1ccc(C(=O)N2CC3(CC(c4cccc([N+](=O)[O-])c4)=NO3)C[C@H]2C(=O)NCC(N)=O)cc1 (some centres not stated),13,0,7,5,-1,1,-15,-5,-7,10,6
Cc1c(/C=N/NC(=O)c2ccccc2O)c2ccccn2c1C(=O)c1ccc(F)cc1,3,66*,51*,-1,6,34,28,8,7,-6,17

Fetched one by one from the list above, 2 records:
Letters – A = NCOA2 inhibitor; B = TWEAK-Fn14 inh; C = TROY signal inh; D = NCOA1 inh; E = NR2F2 inh; F = NR5A2 inv ag; G = C8 TRAIL sens; H = EBV LMP1 NFkB; I = TLR9-MyD88 block; J = NOD2 RIPK2 PPI; K = SRC3 inh
> O=C(NCc1ccccn1)Nc1cccc(Cl)c1Cl
  A: -30; B: -15; C: -24; D: -12; E: 0; F: -43; G: 14; H: -8; I: 12; J: 10; K: -23
> CN(c1ccccc1)S(=O)(=O)c1cccc(NC(=O)C2CCCO2)c1 (configuration not stated)
  A: -22; B: 8; C: -15; D: 4; E: 11; F: -1; G: -12; H: 1; I: -4; J: 2; K: 16

Continuation:
Letters – A = NCOA2 inhibitor; B = TWEAK-Fn14 inh; C = TROY signal inh; D = NCOA1 inh; E = NR2F2 inh; F = NR5A2 inv ag; G = C8 TRAIL sens; H = EBV LMP1 NFkB; I = TLR9-MyD88 block; J = NOD2 RIPK2 PPI; K = SRC3 inh
> Cc1ccc(NC(=O)C2=NNC(=O)CC2)cc1S(=O)(=O)Nc1ccc(SC(F)F)cc1
  A: 5; B: 12; C: 14; D: -1; E: 21; F: -22; G: 7; H: 2; I: -1; J: -2; K: -37
> COC(=O)c1ccc(CNC(=O)COC(=O)C2CC3C=CC2C3)cc1 (configuration not stated)
  A: -1; B: -40; C: 0; D: 0; E: -10; F: -9; G: 7; H: 4; I: 1; J: -3; K: -2
> CSCCC(NC(=O)c1ccc(Cl)cc1)C(=O)OCC(C)=O (configuration not stated)
  A: -16; B: -4; C: 2; D: -34; E: 15; F: -2; G: -2; H: 7; I: 4; J: -7; K: 7
> O=C(c1sc2ccccc2c1Cl)N1CCN(c2ncccn2)CC1
  A: 15; B: 0; C: 11; D: 7; E: 12; F: 13; G: -6; H: 1; I: 4; J: -4; K: 5
> CC(=O)N1CCN(S(=O)(=O)c2cccc(C(=O)N(Cc3ccccc3)c3cccc(C)c3)c2)CC1
  A: 15; B: -6; C: 6; D: -15; E: 8; F: 11; G: -8; H: -1; I: -6; J: -4; K: 11
> CCOC(=O)c1c(C)[nH]c(C(=O)OCCOc2ccc(Cl)cc2)c1C
  A: 6; B: -12; C: -3; D: -37; E: 10; F: -16; G: -5; H: 1; I: 2; J: -3; K: 3
> CCOC(=O)c1cccc(NC(=O)CCn2c(=O)oc3ccccc32)c1
  A: 5; B: -34; C: 1; D: 2; E: 0; F: 0; G: 14; H: -2; I: 11; J: -4; K: 0
> O=C(COC(=O)c1ccccn1)NC(=O)c1ccccc1
  A: -2; B: 8; C: 12; D: 5; E: 2; F: -2; G: -12; H: 1; I: 1; J: -1; K: 5
> Cc1nc2ccc(OC(=O)c3ccccc3)cc2s1
  A: -20; B: -33; C: -31; D: -8; E: 15; F: 17; G: -4; H: -9; I: 4; J: 1; K: 0
> O=C1NC(=S)S/C1=C\c1ccc(SCc2ccccc2)o1
  A: -4; B: 8; C: 19; D: -10; E: 16; F: 11; G: -7; H: 5; I: -4; J: -1; K: 15
> O=C(O)CCSCC(=O)Nc1c(C(=O)C2CC2)oc2ccccc12
  A: -11; B: 5; C: -20; D: -23; E: -1; F: -12; G: -6; H: -4; I: -3; J: -7; K: -4
> Cc1cc(C)c(NC(=O)CSc2nnc(-c3ccncc3)n2Cc2ccco2)c(Cl)c1
  A: 2; B: -5; C: -28; D: -32; E: 17; F: -11; G: -7; H: -5; I: -8; J: -1; K: 5
